# Compound activity from PubChem.
# procasp7 counter – activates human procaspase-7, counter-screen for procaspase-3 activators; P55210; recombinant procaspase-7, Ac-DEVD-pNA absorbance 405 nm; D23A/D198A/D206A triple mutant, cannot self-cleave; scale: DMSO 0, 5 µM enzyme 100; activation, % at 8.5 µM; actives 0.093% (n = 330,000); AID 463210;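 active = percent activation above the screen-wide mean plus 3 SD, cut at about 25% in these data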
#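 Material: Procaspase-7 triple mutant (PC-7 D3A) | Quantity: 2 µM procaspase-7 mutant as dispensed | Reagent: DEVD-pNA substrate | Times: 1 h preincubation, 2 h reaction | Technique: 405 nm absorbance of p-nitroaniline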
# CTSL1 counter – blocks F. hepatica cathepsin L1 in PFM18AAP counter-screen; recombinant F. hepatica cathepsin L1, Z-Leu-Arg-MCA fluorescence; AID 1906; actives 0.49% (n = 300,000); inhibition, % at 5.96 µM;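 active = inhibition above the mean of all tested compounds plus 3 SD, set per screening campaign, cut at about 17% in these data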;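 note: 0% = plate median of test compound wells and 100% = 1 µM Z-Phe-Ala-diazomethylketone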
# HCV core dimer – blocks dimerization of HCV core protein | inhibition, % at 5 µM | actives 0.33% (n = 300,000) | TR-FRET GST/Flag-core106 dimerization, 1536-well;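 active = inhibition above the mean of all tested compounds plus 3 SD, set per screening campaign, cut at about 45% in these data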
#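 System: GST-tagged and Flag-tagged HCV core protein residues 1-106 / Input: core106 proteins, GST 13.5 nM and Flag 17 nM / Buffer or medium: KF-containing HEPES buffer, pH 7.45, DTT, CHAPS, BSA / Probe or stimulus: Eu-anti-GST and XL665-anti-Flag labelled anti-tag antibodies / Schedule: 4 h, 22.5 °C incubation / Technique: TR-FRET 671 and 617 nm emission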
# GASC-1 inh – human JMJD2C demethylase inhibition; GST-JMJD2C(1-420) H3K9me3 demethylation, DELFIA europium; inhibition, % at 2.35 µM; actives 0.069% (n = 330,000); AID 2099;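 active = more than half of a compound's replicate wells show inhibition beyond 50%, single wells judged on their own value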;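 note: signal counts dimethyl H3K9 product captured on neutravidin plate; 0% = median of DMSO wells and 100% = 0.3 times that DMSO median; strong numbers were not always called active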
# Target sequence (Q9H3R0 1-420 limits assumed): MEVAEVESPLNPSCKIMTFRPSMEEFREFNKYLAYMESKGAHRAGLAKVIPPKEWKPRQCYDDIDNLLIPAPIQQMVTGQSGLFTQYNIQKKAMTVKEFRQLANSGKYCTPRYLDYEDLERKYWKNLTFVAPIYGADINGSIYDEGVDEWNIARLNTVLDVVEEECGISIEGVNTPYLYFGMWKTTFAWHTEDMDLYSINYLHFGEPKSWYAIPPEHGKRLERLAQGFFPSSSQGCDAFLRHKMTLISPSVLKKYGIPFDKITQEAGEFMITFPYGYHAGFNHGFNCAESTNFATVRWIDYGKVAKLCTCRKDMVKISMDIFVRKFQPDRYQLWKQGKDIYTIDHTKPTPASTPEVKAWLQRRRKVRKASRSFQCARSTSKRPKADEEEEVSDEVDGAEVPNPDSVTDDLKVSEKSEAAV
# PP1 counter – blocks human PP1-alpha phosphatase, a PP5 counter-screen; purified PP1alpha, OMFP fluorescence; AID 2235; inhibition, % at 6.7 µM; actives 0.9% (n = 320,000); P62136;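 active = inhibition above the mean inhibition of all tested compounds plus 3 SD, computed separately for each screening campaign, cut at about 15% in these data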
# Target sequence (P62136 whole entry, looked up): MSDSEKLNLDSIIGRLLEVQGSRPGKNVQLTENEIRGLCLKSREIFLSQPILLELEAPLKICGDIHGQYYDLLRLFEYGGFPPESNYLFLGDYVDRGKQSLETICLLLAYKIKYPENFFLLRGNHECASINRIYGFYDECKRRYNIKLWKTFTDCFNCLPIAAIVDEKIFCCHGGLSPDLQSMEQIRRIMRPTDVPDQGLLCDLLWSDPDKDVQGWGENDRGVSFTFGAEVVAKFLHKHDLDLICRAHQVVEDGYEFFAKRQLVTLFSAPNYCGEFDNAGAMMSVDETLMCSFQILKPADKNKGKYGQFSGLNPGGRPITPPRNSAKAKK
# PP5 inh – inhibitors of human protein phosphatase 5 (PP5); P53041; purified PP5c, OMFP substrate fluorescence; inhibition, % at 6.7 µM; actives 0.18% (n = 320,000);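 active = inhibition above the campaign's mean inhibition across all tested compounds plus 3 SD, cut at about 9.5% in these data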;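 note: 0% = DMSO only and 100% = 100 µM cantharidin control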
# GRK2 inh – blocks RNA aptamer binding to human GRK2; actives 0.59% (n = 330,000); AID 488847; inhibition of aptamer binding, % at 10 µM; P25098; bead flow cytometry, FAM-aptamer displacement from GRK2;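 active = inhibition of aptamer binding above 40%, roughly 3 SD of noise, on plates passing a quality check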;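 note: median bead fluorescence of bound FAM aptamer so fluorescent compounds give negative values; no value below 0 was filed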
# proCasp3 act – activates human procaspase-3 | P42574 | recombinant procaspase-3 D3A, Ac-DEVD-pNA absorbance 405 nm | activation, % at 8.5 µM | actives 0.11% (n = 330,000) | AID 463141;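 active = activation above the mean of all tested compounds plus 3 SD, cut at about 21% in these data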;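 note: 0% = DMSO alone and 100% = DMSO wells spiked with extra 5 µM PC-3 D3A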
# Target sequence (P42574 whole entry D9A/D28A/D175A): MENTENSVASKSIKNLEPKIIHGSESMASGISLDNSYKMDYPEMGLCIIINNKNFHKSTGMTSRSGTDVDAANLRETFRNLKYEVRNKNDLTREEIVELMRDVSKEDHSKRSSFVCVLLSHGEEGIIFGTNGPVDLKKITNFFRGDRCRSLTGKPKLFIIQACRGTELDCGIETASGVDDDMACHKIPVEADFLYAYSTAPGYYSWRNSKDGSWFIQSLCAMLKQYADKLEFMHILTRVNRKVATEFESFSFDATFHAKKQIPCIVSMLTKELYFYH
#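 System: Procaspase-3 D3A mutant. Medium: Zinc-free 300 mM NaCl, 50 mM HEPES, 0.01% Triton X-100. Schedule: 1 h preincubation plus 2 h reaction at 25 °C. Measured by: 405 nm absorbance of p-nitroaniline, reads at 0 and 120 min. Read-out: percent activation relative to control range.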
# VLA-4 inh – inhibition in a human VLA-4 binding assay. AID 2557. actives 0.2% (n = 330,000). inhibition, % (about 7 µM as worked out from the volumes in the protocol). VLA-4 expressing cells, ligand binding flow cytometry. P13612; in the data active = inhibition above about 50%
# Active calls of the source: *; nt = no result given.
SMILES,procasp7 counter,CTSL1 counter,HCV core dimer,GASC-1 inh,PP1 counter,PP5 inh,GRK2 inh,proCasp3 act,VLA-4 inh
Cc1sc2ncn(CC(=O)N3CCCC(C)C3)c(=O)c2c1S(=O)(=O)N1CCCCC1 (stereo not drawn),11,-2,-2,2,2,1.2,0,1,-6
Cc1ccc(NS(=O)(=O)c2ccc3c(c2)CC(=O)N3)cc1C,-2,-3,5,8,-3,3.6,0,3,1
CCN(CC(=O)Nc1ccc(OC)cc1)CC(=O)Nc1cccc(C#N)c1,3,5,-11,-4,-3,-6.2,0,8,-9
O=C1CC(c2ccccc2)CC(O)=C1C=NCc1ccc(Cl)c(Cl)c1 (stereo not drawn),-4,4,7,-10,6,4.1,0,-1,13
O=C1CC[C@@H](CN(Cc2ccccn2)Cc2nc(Cc3ccccc3)no2)N1,7,-2,-3,-9,-2,-0.2,2,7,0
O=C(CSc1nnc(-c2ccccn2)n1Cc1ccco1)Nc1ccc2c(c1)OCO2,-2,-2,-3,-5,-2,2.6,0,5,7
CC1(C)NC(=O)N(CCOc2cccc(Oc3ccccc3)c2)C1=O,-3,7,-5,-2,-2,0.8,6,-4,0
CC(C)n1c(-c2ccccc2)nc(=S)c2c1CCCC2,-1,1,0,-7,-2,3.6,2,-9,8
O=C(CCC(=O)N1CCOc2ccccc21)NCCCN1CCN(Cc2ccccc2)CC1,1,-3,10,-4,-2,0.9,0,8,-6
CCc1nnc(NC(=O)CN2CCC(O)(c3ccccc3OC)CC2)s1,0,0,7,4,0,-0.7,2,-3,3
COc1ccc(Cl)cc1NC(=O)C/C(C)=N/NC(=O)C(=O)NCc1ccccc1,-1,1,-1,11,1,2.1,0,-3,3
Cc1cc(C)c(S(=O)(=O)c2ccccc2C)c(OCCN(C)C)n1,7,1,-2,-3,1,1.8,0,6,9
COc1ccc(CC2CC(=O)N(c3ccc(C)cc3)C2=O)cc1 (stereo not drawn),5,-1,0,5,-1,0.6,0,-1,25
CCc1cccc(CC)c1NC(=O)C1CSC2(C)CCC(=O)N12 (stereo not drawn),2,-6,1,9,-5,-1.7,0,12,1
C=CCN1C(=O)CSc2ccc(C(=O)NCc3cccs3)cc21,-1,-2,-2,-12,0,2.8,0,-6,-6
Cc1ccc(Cn2ccc(NC(=O)c3cc(-c4ccccc4)on3)n2)cc1,1,1,3,6,0,5.5,0,1,9
CC(=O)Nc1ccc2nc(CN3CCN(CC(C)C)C(CCO)C3)ccc2c1 (stereo not drawn),2,6,-1,17,-2,0.9,0,4,23
COCCCNC(=O)CCCn1c(=O)c2ccccc2n(Cc2cccc([N+](=O)[O-])c2)c1=O,4,2,-1,-5,-1,-0.7,3,15,5
O=c1c(O[C@H]2O[C@@H](CO)[C@H](O)[C@@H](O)[C@@H]2O)c(-c2ccc(O)cc2)oc2cc(O)cc(O)c12,-2,nt,nt,-4,2,3.1,6,-17,0
O=C(Nc1ccc(Cl)c(S(=O)(=O)N2CCCCC2)c1)c1cnccn1,0,nt,nt,-7,3,2.1,0,4,1
Cc1ccccc1NC(=O)COC(=O)CCSc1ccccc1,11,-62,0,9,0,-5.3,0,-9,1
CN(CC#CC(O)(c1ccccc1)c1ccccc1)C(C)(C)C,2,-4,-11,nt,-1,-0.6,1,-4,-4
O=c1cc(N2CCCC2)c2ccccc2o1,-4,1,4,27,-3,-0.3,3,3,3
O=C(Nc1ccccc1Sc1ccccc1)c1ccccc1F,2,3,1,4,2,1.4,2,6,-8
COC(=O)Cn1c(O)c(N=NC(=O)CNC(=O)c2ccncc2)c2ccccc21,4,2,-6,38,0,-1.0,0,-2,-6

# Continued, overlapping the part above by 2 compounds.
SMILES,procasp7 counter,CTSL1 counter,HCV core dimer,GASC-1 inh,PP1 counter,PP5 inh,GRK2 inh,proCasp3 act,VLA-4 inh
O=C(Nc1ccccc1Sc1ccccc1)c1ccccc1F,2,3,1,4,2,1.4,2,6,-8
COC(=O)Cn1c(O)c(N=NC(=O)CNC(=O)c2ccncc2)c2ccccc21,4,2,-6,38,0,-1.0,0,-2,-6
CCCN(CC(=O)Nc1ccccc1C)C(=O)c1ccc(S(=O)(=O)N2CCCCCC2)cc1,-16,-4,3,14,-3,-0.7,0,1,12
CCOC(=O)c1c(C)[nH]c(C(=O)COC(=O)/C=C/c2ccc3c(c2)OCO3)c1C,11,0,4,-9,-2,-1.1,0,2,-5
Cc1ccccc1-c1nc2ccc(Cl)cc2c(=O)n1O,-8,1,-4,-7,1,1.5,0,-2,27
COc1ccc(-c2cnc(N)n2C)cc1,11,4,4,8,0,-0.2,1,-5,11
Cc1cccc(NC(=O)CCN2CCCCC2)c1,-2,-1,6,2,-2,0.5,2,0,10
O=C(Nc1ccc(-c2nc3ccccc3[nH]2)cc1)c1ccccc1NS(=O)(=O)c1ccc(F)cc1,15,4,12,7,3,3.5,0,-6,4
COc1cc(C(=O)O)ccc1Cl,-6,0,-2,0,-2,1.0,3,3,2
COc1cccc(CNCCO)c1OCc1ccc(Cl)cc1,7,0,2,1,0,2.5,0,0,5
O=C(NC(C(=O)NCCN1CCOCC1)C12CC3CC(CC(C3)C1)C2)C1CCCCC1 (stereo not drawn),9,1,-3,1,2,0.7,0,-6,6
O=C(C[C@@H]1C/C=C\C[C@@H](Cc2ccc(F)cc2)C(=O)OCCNC1=O)NCCO,-5,nt,nt,nt,nt,nt,0,11,-3
CN(C)CCCSc1nc(-c2ccccc2)nc2c1CCC2,5,-2,-7,-18,-3,2.6,0,6,6
CNc1ccc(C2(O)C(=O)c3ccccc3C2=O)cc1,-8,3,-14,14,-5,0.5,0,-12,-9
CCOC(=O)C1CCN(C(=S)Nc2cccc(C)c2)CC1,0,-2,-3,-3,-5,-1.2,2,-11,5
CCOC(=O)CSc1nnc(CNC(=O)c2ccc(OC)cc2OC)n1-c1ccc(OC)cc1,0,0,-6,nt,1,3.4,0,2,31
Cc1ccc(S(=O)(=O)N2CCCN(S(=O)(=O)c3ccc(C)cc3)CC2)cc1,11,1,7,-4,-2,1.7,0,3,13
O=C(c1ccoc1)N1CCC(CO)(CCc2ccccc2)CC1,-11,3,0,8,-3,-0.3,1,1,0
N#Cc1cccc(S(=O)(=O)NCC(=O)NCCCc2ccccc2)c1,-4,1,7,0,0,-1.0,0,7,2
Cc1c(NC(=O)COC(=O)C2(c3ccccc3F)CCCC2)c(=O)n(-c2ccccc2)n1C,1,-1,-7,3,-3,-0.9,1,-2,6
CCOCCCn1c(=S)[nH]c2cc(C(=O)NC3CCCC(C)C3C)ccc2c1=O (stereo not drawn),1,-1,5,0,-2,-2.2,4,1,17
COc1cc(N)n(S(=O)(=O)c2ccc(C)cc2)n1,-1,0,-16,-1,2,2.0,nt,0,nt
Cc1cc(C)c(NC(=O)CSc2cccc[n+]2[O-])c(C)c1,8,nt,nt,3,nt,nt,0,2,11
CCCn1c(=O)[nH]c(=O)c2c(C(=O)OCC)cc(-c3cccs3)nc21,3,0,10,14,0,-0.4,2,-1,0
COc1cc(C(=O)OC(C)C(=O)Nc2ccc3c(c2)OCO3)ccc1OCc1c(C)noc1C (stereo not drawn),-3,-5,3,-2,-11,2.1,3,-3,2
COc1cc(/C=C/C(=O)N2CCN(C(=O)/C=C/c3cc(OC)c(OC)c(OC)c3)CC2)cc(OC)c1OC,1,4,-6,1,-4,2.5,0,1,-3
O=C(Cc1cccs1)N(CC1CCCO1)C1(C(=O)NC2CCCC2)CCCCC1 (stereo not drawn),-2,-1,3,0,-2,1.2,0,4,14
# (continued)
SMILES,procasp7 counter,CTSL1 counter,HCV core dimer,GASC-1 inh,PP1 counter,PP5 inh,GRK2 inh,proCasp3 act,VLA-4 inh
CC(NC(=S)Nc1ccc(S(N)(=O)=O)cc1)c1ccc2c(c1)OCO2 (stereo not drawn),6,2,-12,-5,4,3.9,3,-3,-20
CCOc1ccc(S(=O)(=O)N2CCCC(C(=O)N3CCN(CC)CC3)C2)cc1Cl (stereo not drawn),8,-1,0,5,-1,3.0,1,4,9
O=C(N/N=C/c1ccncc1)C12CC3CC(CC(C3)C1)C2,8,-3,-2,12,-6,-1.3,0,2,3
CC(NC(=O)C(=O)NN=C1CCCCCCC1)c1ccccc1 (stereo not drawn),7,2,-3,9,-1,-0.7,3,1,-2
Cc1ccc(CN2C(=O)c3ccccc3C2C(=O)NCC2CCCO2)cc1 (stereo not drawn),-5,2,-7,14,1,-0.5,0,2,-3
COc1cc(CNC(=O)C2CCCC2)cc(OC)c1OC,-5,3,2,-10,1,-1.1,0,5,13
Cc1[nH]nc2c1C(c1ccsc1C)C(C#N)=C(N)O2 (stereo not drawn),5,-5,-12,0,1,2.3,2,5,-4
CC1CN(C(=S)NC(=O)c2cccc([N+](=O)[O-])c2)CC(C)O1 (stereo not drawn),-11,-3,-2,6,-3,0.1,1,-7,-11
COc1ccc(C(Nc2ccccn2)c2oc(CO)cc(=O)c2O)cc1 (stereo not drawn),14,3,-3,-12,5,0.9,0,-3,7
COc1ccc(N(C2=NCCCS2)S(=O)(=O)c2ccc(C(C)(C)C)cc2)cc1,-2,-2,1,-9,-2,1.6,0,5,11
CCC(C)c1ccccc1NC(=O)c1cccnc1 (stereo not drawn),1,0,-3,3,0,1.9,4,10,-13
CCC(C)(C)NC(=O)CCCSc1nc2ccccc2s1,-5,-9,3,7,-1,3.4,4,0,-13
O=C(CN1CCOCC1)Nc1ccc(Cl)cc1,-4,2,12,-2,3,2.0,12,5,16
Cc1cc(C)cc(NC(=O)C2CCCC2)c1,-8,1,6,-13,0,0.9,0,-5,20
Cc1nonc1N1CCN(Cc2cn[nH]c2-c2ccc(F)cc2F)CC1,10,-31,1,2,-8,-1.4,0,8,-3
CC(NC(=O)COc1ccccc1)C(=O)N1CCN(c2ccc(F)cc2)CC1 (stereo not drawn),-1,nt,nt,-2,nt,nt,6,-4,-12
Cc1ccc(C2=C/C(=C\c3cccnc3)C(=O)O2)cc1,-29,-5,-7,0,-1,0.0,0,-41,3
Nc1ccc(S(=O)(=O)NCC(=O)OC2CCOC2=O)cc1[N+](=O)[O-] (stereo not drawn),-8,nt,nt,0,-1,-2.1,12,3,12
Cc1nnc(SCCC(=O)Nc2ccccc2Cl)o1,7,-4,-4,-13,-2,2.0,1,1,5
COc1ccc(NC(=O)c2cc(-c3ccccc3OC)on2)cc1,1,1,-5,0,3,4.0,0,-7,7
CC1(C(=O)NCc2cc(F)cc(C(F)(F)F)c2)C=CC2(CCCCC2)N1C(=O)c1ccccc1 (stereo not drawn),6,3,10,-6,2,0.7,1,7,24

# Single values from the results shown.
# O=C(CN1CCOCC1)Nc1ccc(Cl)cc1 | PP5 inh = 2.0
# Cc1ccc(CN2C(=O)c3ccccc3C2C(=O)NCC2CCCO2)cc1 (stereo not drawn) | PP1 counter = 1
# COc1ccc(C(Nc2ccccn2)c2oc(CO)cc(=O)c2O)cc1 (stereo not drawn) | proCasp3 act = -3
# Cc1[nH]nc2c1C(c1ccsc1C)C(C#N)=C(N)O2 (stereo not drawn) | GRK2 inh = 2
# CC1(C(=O)NCc2cc(F)cc(C(F)(F)F)c2)C=CC2(CCCCC2)N1C(=O)c1ccccc1 (stereo not drawn) | GRK2 inh = 1
